Source: PubChem (National Center for Advancing Translational Sciences (NCATS))
p53 reactivation: qHTS assay for re-activators of p53 using a Luc reporter. AID 504706, 2011. H1299 p53-A138V BP100-luciferase reporter, luminescence, 24 h. actives 0.063% (n = 320,000). Potency, µM (doses to about 92.2 µM), for the others: top-dose activity change, positive = activation, actives largely listed as activators; also: % of control where 0% means no effect; nearly all actives have a fitted effect of over 45% in size
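p53-null H1299 cells stably carrying temperature-sensitive p53-A138V and a BP100-luciferase reporter were pinned with compounds (4-point, 1:5 series) and held 24 hrs at 37 deg C. Luminescence was read 10 min after detection reagent.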
ELG1 genotox: qHTS screen for small molecules that induce genotoxicity in human embryonic kidney (HEK293T) cells expressing luciferase-tagged ELG1. HEK293T ELG1-luciferase reporter, luminescence, 16 h. Potency, µM (top dose mostly 46 µM), without a hit: top-dose activity change, positive = activation, actives largely listed as activators. actives 1.3% (n = 330,000). AID 504466, 2011; also: % of control where 0% means no effect; nearly all actives have a fitted effect of over 60% in size
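Step 1: seed 2,000 HEK293T ELG1-luciferase cells per well. Step 2: add compound or DMSO, incubate 16 hr at 37 °C. Step 3: ONE-Glo, 30 min at room temperature, read luminescence.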
FLuc modulator: qHTS profiling assay for firefly luciferase inhibitor/activator using purifed enzyme and Km concentrations of substrates (counterscreen for miR-21 project); Luciferin 4-monooxygenase (Photinus pyralis), P08659; purified FLuc, Km substrates, luminescence inhibition; Potency, µM (titrated, usually from 57.5 µM), without a hit: at the top dose activity change, negative = inhibition, usual class: inhibitors; actives 6.9% (n = 360,000);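 also: plate controls were vehicle for no effect and reference inhibitor for full effect; nearly all actives have a fitted effect of over 55% in size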
Target sequence (P08659 whole entry, looked up): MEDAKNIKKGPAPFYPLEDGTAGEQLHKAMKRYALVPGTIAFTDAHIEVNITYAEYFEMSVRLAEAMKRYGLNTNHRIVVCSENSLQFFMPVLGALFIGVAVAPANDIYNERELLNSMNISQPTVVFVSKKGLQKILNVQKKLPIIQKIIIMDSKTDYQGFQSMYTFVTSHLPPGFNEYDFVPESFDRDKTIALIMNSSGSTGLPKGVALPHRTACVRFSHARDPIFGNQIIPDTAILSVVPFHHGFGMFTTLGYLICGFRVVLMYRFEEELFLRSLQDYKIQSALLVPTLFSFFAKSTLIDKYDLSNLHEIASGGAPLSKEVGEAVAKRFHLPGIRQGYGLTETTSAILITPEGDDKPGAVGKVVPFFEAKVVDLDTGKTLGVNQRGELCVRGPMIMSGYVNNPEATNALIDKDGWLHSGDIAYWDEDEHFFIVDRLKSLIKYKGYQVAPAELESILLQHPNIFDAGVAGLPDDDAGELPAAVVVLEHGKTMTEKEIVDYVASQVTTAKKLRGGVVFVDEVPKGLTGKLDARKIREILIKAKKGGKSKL
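Purified P. pyralis luciferase (10nM final) with 10uM D-luciferin and 10uM ATP (Km levels) in 50mM Tris acetate pH 7.5, 10mM Mg acetate, 0.01% Tween-20, 0.05% BSA; qHTS 6-point titration, ~60 µM downward; luminescence read.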
RORg inh: qHTS for inhibitors of ROR gamma transcriptional activity; Nuclear receptor ROR-gamma (Mus musculus), P51450; Drosophila S2 Gal4-RORgamma UAS-luciferase reporter, 20 h; Potency, µM (highest dose often 53.6 µM), without a hit: at the highest dose activity change, negative = inhibition, most hits filed as inhibitors; actives 5.4% (n = 310,000); AID 2551, 2010; also: % is scaled to controls: 0 for no effect and ±100 for the full control effect; nearly all actives have a fitted effect of over 60% in size
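Stably transfected Drosophila Schneider cells are the test system, with ROR gamma fused to Gal4 and luciferase under UAS control; luminescence is read after 20 hr of 700 uM copper sulfate induction at ambient temperature.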
uPA generation: qHTS for Inhibitors of Cell Surface uPA Generation. Potency, µM (titrated, usually from 38.3 µM), inactives show at the highest dose activity change, negative = inhibition, most hits filed as inhibitors. actives 0.31% (n = 330,000). cell surface uPA generation assay, qHTS; active = well fitted inhibition curve with a large enough effect; inconclusive = small, poorly fitted or top-dose-only effect; inactive = no such curve, though single readings can be large or run the other way; tested in mouse RAW 264.7 cells; also: % is scaled to controls: 0 for no effect and ±100 for the full control effect; nearly all actives have a fitted effect of over 55% in size
BRCA1 expr act: qHTS Assay to Identify Small Molecule Activators of BRCA1 Expression; MCF7-BRCA1-FFLuc reporter, luminescence, 48 h; response scale: scaled: vehicle 0%, 10 µM genistein 100%; Potency, µM (doses to about 46.1 µM), for inactives: top-dose activation, usual class: activators; actives 1.1% (n = 380,000); also: nearly all actives have a fitted effect of over 80% in size; some results filed as inactive show a strong effect at the top dose
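MCF7 cells carrying a BRCA1-firefly luciferase reporter (2000 cells/well, phenol-red free MEM) were attached for 2 h at 37 °C, then given compounds for 48 h. Luminescence was read 15 min after luciferase reagent; activity normalized to genistein (10 microM) and DMSO.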
NPC1 prom act: qHTS Assay for NPC1 Promoter Activators | Huh7 NPC1 promoter luciferase reporter, 24 h | Potency, µM (highest dose often 9.22 µM), for inactives: at the top dose activation, actives largely listed as activators | actives 2.4% (n = 320,000) | AID 485313, 2010;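 also: % of control where 0% means no effect; nearly all actives have a fitted effect of over 60% in size; reporter is driven by a mutant NPC1 promoter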
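Compounds in DMSO were transferred onto Huh7 NPC1-luciferase reporter cells pre-incubated 2 h; after 24 h at 37 °C, Amplite reagent was dispensed and luminescence recorded 10 min later.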
MBNL1 CUG block: qHTS Assay for Inhibitors of MBNL1-poly(CUG) RNA binding | TR-FRET MBNL1-His/biotin-(CUG)12 binding, 665/545 ratio | Potency, µM (doses to about 57.5 µM), inactives show at the highest dose activity change, negative = inhibition, hits mostly inhibitors | actives 0.036% (n = 280,000) | AID 2675, 2010; active = well fitted inhibition curve with a large enough effect in the signal ratio, with a control signal flat, not every such curve was filed as active; inconclusive = small, poorly fitted or top-dose-only effect, or effect the other way, or a change in a side signal; inactive = no such curve, though single readings can be large or run the other way; the % refers to the signal ratio; also: % is scaled to controls: 0 for no effect and ±100 for the full control effect
Target sequence (Q9NR56 whole entry, looked up): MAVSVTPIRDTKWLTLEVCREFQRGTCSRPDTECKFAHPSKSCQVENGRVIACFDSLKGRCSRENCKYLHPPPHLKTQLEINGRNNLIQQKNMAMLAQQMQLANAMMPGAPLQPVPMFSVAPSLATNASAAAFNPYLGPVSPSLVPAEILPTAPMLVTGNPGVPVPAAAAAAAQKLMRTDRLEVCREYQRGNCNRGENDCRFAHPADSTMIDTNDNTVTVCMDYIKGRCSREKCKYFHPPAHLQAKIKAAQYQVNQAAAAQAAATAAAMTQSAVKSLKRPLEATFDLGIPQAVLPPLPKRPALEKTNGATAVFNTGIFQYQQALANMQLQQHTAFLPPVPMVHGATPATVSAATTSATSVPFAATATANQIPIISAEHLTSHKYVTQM
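MBNL1-His + Biotin-(CUG)12, cpd titration 92 nM–58 uM; Tb anti-His Ab 0.055 ng/ul, SA-XL665 5 nM (final); 60 min RT; ratiometric 665/545 nm, Ex 340 nm; normalized to buffer and full-complex controls.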
Rab9 promoter act: qHTS Assay for Rab9 Promoter Activators; Huh7 Rab9 promoter-luciferase reporter, luminescence, 24 h; Potency, µM (titrated, usually from 9.22 µM), for the others: at the top dose activation, negative = inhibition, usual class: activators; actives 2.8% (n = 320,000); also: % of control where 0% means no effect; nearly all actives have a fitted effect of over 60% in size
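Cell-based reporter: Huh7 stable for Rab9 promoter-driven luciferase, plated in reduced-serum medium with 10% FBS at 1500 cells/well, compound-treated 24 h at 37 °C, luminescence read after 10 min reagent.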
VP16 counter: VP16 counterscreen qHTS for inhibitors of ROR gamma transcriptional activity; AID 2546, 2010; Drosophila S2 Gal4-VP16 UAS-luciferase, luminescence, 20 h; Potency, µM (titrated, usually from 53.6 µM), inactives show at the highest dose activity, negative = inhibition, usual class: inhibitors; actives 3.5% (n = 310,000);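 also: Gal4-VP16 expression switched on by copper sulfate through the metallothionein promoter; % is scaled to controls: 0 for no effect and ±100 for the full control effect; nearly all actives have a fitted effect of over 50% in size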
The depositor's hits bear a star; u = inconclusive; x = no result given; [ ] = another dose, or the depositor's remark. Unless noted, calls follow the shape of the dose curve; as a rule, active = well fitted curve in the direction sought with a large enough effect; inconclusive = small, poorly fitted or top-dose-only effect, or another doubt; inactive = no such curve, though single readings can be large; an effect the other way counts as inactive or inconclusive. Potency is read from the fitted curve at half-maximal effect.

Each structure is followed by: p53 reactivation	ELG1 genotox	FLuc modulator	RORg inh	uPA generation	BRCA1 expr act	NPC1 prom act	MBNL1 CUG block	Rab9 promoter act	VP16 counter
CC(=O)Nc1ccc(/C=C(\C#N)C(N)=O)cc1
  7.2%	1.8%	4.0%	5.2%	1.4%	13.3%	0.0%	u	-1.0%	-14.6%
Cc1nn(C)cc1S(=O)(=O)N1CCN(c2ccccc2)CC1
  13.9%	-3.4%	-1.0%	-1.8%	2.0%	12.4%	1.5%	-6.4%	-0.8%	7.3%
CC1COC(Cn2c3ccccc3c3ccccc32)O1 (stereo not drawn)
  -0.1%	-2.8%	-14.8%	32.5%	-0.7%	-9.0%	1.8%	-2.0%	0.0%	-16.2%
CC(NS(=O)(=O)c1ccccc1)C(=O)NCc1ccco1 (stereo not drawn)
  -3.8%	2.7%	6.1%	-9.7%	-5.6%	28.1%	1.0%	-2.6%	-0.8%	2.5%
CC1C(=O)Nc2ccc(S(=O)(=O)N3CCN(c4ccccc4F)CC3)cc2NC1=O (stereo not drawn)
  6.7%	-9.4%	1.4%	31.3%	-3.0%	-9.0%	-6.1%	-5.3%	-5.6%	u
CCN(c1ccccc1)S(=O)(=O)c1cc([N+](=O)[O-])ccc1N
  11.7%	u	u	3.8%	8.0%	-18.2%	28.7%	-16.9%	u	23.5%
CCn1c(SCC(=O)NCc2ccco2)nc2ccccc2c1=O
  -1.3%	-0.3%	-2.1%	-0.3%	6.1%	-2.6%	-5.9%	-7.5%	0.0%	19.9%
Cc1cc(NC(=O)CCCn2nc([N+](=O)[O-])cc2C)no1
  4.4%	2.1%	0.0%	-5.4%	-0.9%	-4.6%	-4.4%	9.6%	-2.5%	3.1%
COCCN(Cc1nc2ccccc2c(=O)[nH]1)C(=O)COc1ccccc1-c1ccccc1
  10.1%	-10.8%	7.4%	x	3.4%	-27.4%	-2.6%	x	-4.4%	x
c1ccc(-c2nc(NCC3CCCO3)c3oc4ccccc4c3n2)cc1 (stereo not drawn)
  0.5%	-7.8%	15.1µM*	-17.1%	x	-32.4%	0.5%	5.9%	-11.5%	8.9%
C=CCNc1nc(-c2ccccn2)nnc1-c1ccccc1
  u	-8.5%	5.1%	-24.5%	-15.2%	-97.3%[inhibitor]	-16.8%	-2.2%	-25.4%	-7.4%
CSc1ccc(/C=N/N2CCN(c3ccccc3)CC2)cc1
  -0.6%	6.5%	4.8%	28.3%	1.6%	41.2%	u	-0.7%	u	-13.4%
Cc1cc(/C=N/NC(N)=S)c(O)c(/C=N/NC(N)=S)c1
  3.7%	-2.4%	2.9%	0.199µM*	-0.9%	-57.2%	-1.5%	x	-16.3%	0.447µM*
CCN(CC)S(=O)(=O)c1ccc(Br)c(OC)c1
  -9.3%	7.0%	4.6%	-23.9%	-6.6%	-1.5%	0.1%	4.4%	-10.7%	-5.0%
Cc1cc(NC(=O)CCC(=O)N(CC(=O)NCC2CCCO2)c2ccccc2C)no1 (stereo not drawn)
  -1.6%	1.1%	10.2%	u	0.8%	25.4%	-3.4%	1.1%	3.7%	-2.9%
CC(=O)CCc1c(C)[nH]c2ccccc2c1=O
  -1.8%	4.8%	4.2%	-18.7%	7.0%	4.3%	-1.3%	-2.0%	-3.9%	8.6%
O=C(Nc1cc(S(=O)(=O)N2CCOCC2)ccc1N1CCOCC1)c1ccc([N+](=O)[O-])s1
  4.8%	-4.4%	x	x	u	-79.1%	x	x	x	x
c1cc(CNCCCN2CCOCC2)ccn1
  -3.6%	1.6%	0.2%	10.8%	1.1%	-15.4%	1.3%	2.7%	2.5%	-13.0%
COc1cccc(CNC(=O)C2CCC(CNc3nc(=S)[nH]c4ccccc34)CC2)c1 (stereo not drawn)
  -2.6%	u	-0.7%	0.8%	-6.1%	-62.1%	1.2%	x	0.6%	-11.4%
N#Cc1c(-c2ccccc2)cc(C2CC2)nc1N
  2.5%	5.7%	6.3%	35.0%	-7.9%	0.0%	-0.5%	-4.8%	-4.9%	-7.0%
CC(C)N1CCCC(CNC(=O)CCc2nnc(CCCCc3ccccc3)o2)C1 (stereo not drawn)
  22.9%	-2.1%	2.0%	-1.3%	0.2%	-12.3%	-1.6%	-3.9%	-4.2%	-0.4%
O=C(C1CCCO1)N1CCN(S(=O)(=O)c2ccccc2)CC1 (stereo not drawn)
  28.9%	0.0%	-2.0%	-4.0%	-3.8%	9.0%	-0.8%	u	-0.5%	8.4%
O=C(NC1CCCCCC1)c1ccc(-n2cnnc2)cc1
  21.1%	5.6%	0.4%	-16.6%	2.9%	33.2%	0.0%	-7.4%	13.9%	-0.4%
CCc1nnc(NC(=O)c2ccc(COc3ccccc3)o2)s1
  u	16.0%	-13.5%	14.1%	x	1.0%	2.2%	2.0%	3.3%	u
COc1ccc(Cc2nc(C(=O)Nc3ccc(Cl)cc3)cs2)cc1
  4.5%	u	u	15.0%	-0.3%	33.5%	-4.4%	-3.3%	0.0%	-4.1%
CC(C)c1ccc(NC(=O)COC(=O)c2nn(C)c(=O)c3ccccc23)cc1
  0.6%	1.0%	x	x	-1.3%	16.3%	x	x	x	x
Cc1cccc(N2CCN(C(=O)NCc3ccc(Cl)cc3)CC2)c1
  13.9%	0.7%	-0.2%	-11.5%	x	-58.0%	-7.4%	-2.6%	-2.0%	-7.8%
O=C(O)c1cccc(Cn2c(Cl)c(/C=N/NC(=O)c3cc4ccccc4cc3O)sc2=O)c1
  2.2%	-2.7%	u	-35.1%	12.2%	-5.8%	-24.9%	x	u	-27.9%
Cc1ccc(C2=Nn3c(COc4ccc(Cl)cc4)nnc3SC2CC(=O)O)cc1 (stereo not drawn)
  6.7%	2.8%	-0.5%	10.6%	-5.8%	0.5%	-3.6%	1.7%	-5.5%	6.0%
O=C(Nc1cccn(Cc2ccc(F)cc2)c1=O)NC1CCCCC1
  0.3%	0.6%	u	34.2%	-3.9%	-22.3%	-0.4%	5.9%	-0.8%	-6.4%
CSc1ccccc1OCc1cc(C(=O)N(C)CC2COCCO2)no1 (stereo not drawn)
  7.3%	u	u	-2.9%	-1.3%	60.5%	u	5.7%	u	0.1%
C=CCN(CC=C)C(=O)COC(=O)c1n[nH]c2ccccc12
  1.5%	0.2%	-3.2%	-1.7%	0.6%	-1.7%	0.0%	-3.4%	-3.0%	-7.1%
O=[N+]([O-])c1ccc(/C=N/Nc2nc(-c3ccccc3)c3cc(Br)ccc3n2)o1
  9.1%	3.3%	-4.4%	2.2%	1.6%	-28.5%	-4.4%	-1.4%	11.3%	3.7%
CC1=CC(C)(C)N(C(=O)CSc2nnc(N)s2)c2c(C)cc(C)cc21
  -5.9%	-2.2%	1.1%	-5.5%	3.8%	14.5%	-4.1%	5.7%	-0.9%	-9.4%
O=C(c1ccccc1[N+](=O)[O-])N1N=C(c2ccccc2)CC1(O)C(F)(F)F (stereo not drawn)
  -52.8%[inhibitor]	0.7%	-0.9%	u	-13.1%	-5.9%	0.4%	4.0%	-1.1%	-21.5%
O=C(CCCN1C(=O)CCC1=O)Nc1ccc(Br)cc1F
  4.5%	1.0%	3.1%	u	x	5.6%	-0.5%	-3.5%	1.0%	9.8%
CC(C)C(=O)N1CCN(c2ccccc2NC(=S)NC(=O)/C=C/c2ccco2)CC1
  -3.8%	-0.2%	x	x	-2.8%	-24.8%	x	x	x	x
Cc1nnc(SCC(=O)Nc2sc3c(c2C#N)CCCCC3)n1N
  18.0%	u	21.3µM*	u	2.3%	62.0%	25.8%	-0.1%	18.7%	u
CCO[C@H]1OC(C(=O)NCc2nc3ccccc3[nH]2)=C[C@@H](c2csc3ccccc23)[C@@H]1CCCO
  -4.5%	-8.7%	0.7%	43.9%	-6.8%	0.0%	2.1%	21.6%	-3.6%	-8.3%
FC(F)(F)c1nnc2n1N=C(c1cccs1)CS2
  -1.1%	0.3%	-8.0%	2.7%	7.8%	-26.0%	-1.8%	4.5%	1.5%	0.6%
Cc1ccc(S(=O)(=O)NCCCNS(=O)(=O)c2ccccc2)cc1
  x	-4.7%	-0.5%	31.9%[1.91 µM]	18.3%	0.4%	-1.3%	-0.9%	-1.6%	-1.6%
C=CCn1c(NCc2ccc(OC)cc2)nc2ccccc21
  u	8.1%	u	3.1%	-6.3%	u	7.2%	0.8%	-0.9%	2.7%
COc1ccccc1CNC(=O)CN1c2cccc3cccc(c23)S1(=O)=O
  1.9%	-0.7%	23.9µM*	x	-4.6%	11.2%	1.4%	x	-6.5%	x
Cc1ccc(S(=O)(=O)NCC(=O)OCCOc2cccc(Cl)c2)cc1
  0.2%	-1.2%	5.1%	x	-10.8%	0.8%	-2.8%	x	-5.1%	x
